Screening results deposited in PubChem BioAssay by several laboratories.
NS3 helicase inh: inhibitors of Hepatitis C virus NS3 helicase. NS3 helicase DNA unwinding, Cy5 molecular beacon fluorescence. inhibition, % at 10.9 µM. 0.56% of 290,000 active;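 active = inhibition above the mean of all tested compounds plus 3 SD, set per campaign, cut at about 35% in these data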;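 also: 0% = DMSO wells and 100% = thioflavine S control wells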
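Test system: hepatitis C virus NS3 helicase domain fragment enzyme. Also added: annealed dual-labelled DNA beacon duplex, ATP-started. Timing: 60 min unwinding reaction at 25 °C after ATP addition. Technique: Cy5 fluorescence. Measure: % inhibition of unwinding.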
VIM-2 inh: blocks Pseudomonas aeruginosa VIM-2 metallo-beta-lactamase. purified VIM-2, nitrocefin hydrolysis, epi-absorbance fluorescence. inhibition, % at 5.6 µM. 0.89% of 290,000 active. AID 1527;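 active = inhibition above the mean of all tested compounds plus 3 SD, cutoff set per screening run, cut at about 7.5% in these data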;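 also: red hydrolysis product quenches plate fluorescence so inhibitors raise well fluorescence; 0% = enzyme with DMSO and 100% = DMSO without enzyme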
DNA FID counter: displaces DNA intercalator in HCV helicase counter-screen | DNA fluorescent intercalator displacement, fluorescence | inhibition, % at 7.9 µM | 0.17% of 290,000 active; in the data active = inhibition above about 37%;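 also: 0% = vehicle and 100% = reference compound; higher means more ethidium bromide displaced from hairpin DNA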
IMP-1 inhibitor: inhibitors of Pseudomonas aeruginosa IMP-1 metallo-beta-lactamase | purified IMP-1, nitrocefin hydrolysis, epi-absorbance fluorescence | 0.45% of 290,000 active | inhibition, % at 5.6 µM | AID 1556;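 active = inhibition above the mean plus 3 SD of all compounds in the same screening run, cut at about 4.5% in these data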;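 also: 0% = IMP-1 with DMSO and 100% = DMSO wells lacking enzyme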
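Assay system: purified IMP-1; Quantity: IMP-1 0.2 nM before substrate addition; Medium: HEPES buffer pH 7.1 with ZnSO4 and Brij 35; Incubation: 15 min enzyme–compound preincubation, then 25 min nitrocefin reaction, 25 °C; Signal: fluorescence quenching readout, ex 480/em 530 nm; Controls: DMSO with and without IMP-1; Repeats: singlicate testing.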
MEKK2mut PB1 HTS: signal of MEK5 binding to mutant human MEKK2 PB1 domain | bead flow cytometry, Alexa488-MEK5 binding to MEKK2 mutant | percent response, % at 10 µM | 0.35% of 290,000 active | AID 1530; in the data active = percent response above about 24%, passing the limit was not always enough; also: inactives centre near 1; some results filed as inactive read as strong as hits
NALP1 yeast inh: NALP1 inhibition; S. cerevisiae NALP1/ASC/caspase-1 growth, X-gal OD620, 72 h; inhibition, % at 10 µM; 0.61% of 280,000 active; AID 2071; in the data active = inhibition mostly above about 24%, no sharp cut-off; inactive = mostly below about 32%; also: some compounds called inactive have numbers as strong as hits
UBC9 SUMO inh: blocks human SUMOylation mediated by UBC9; HTRF SUMOylation assay, SAE1/SAE2 + UBC9, in vitro; inhibition, % at 35 µM; 0.36% of 290,000 active; in the data active = inhibition above about 50%, passing the limit was not always enough; also: strong numbers were not always called active
Target sequence (P63279 whole entry, looked up): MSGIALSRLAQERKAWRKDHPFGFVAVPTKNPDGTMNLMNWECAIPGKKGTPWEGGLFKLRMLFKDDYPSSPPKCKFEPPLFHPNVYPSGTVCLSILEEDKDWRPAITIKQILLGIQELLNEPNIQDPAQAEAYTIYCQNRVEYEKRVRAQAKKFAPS
M18AAP inhibitor: PfM18AAP enzyme inhibition; 1.2% of 290,000 active; inhibition, % at 7.35 µM; AID 1822; recombinant PfM18AAP, H-Glu-NHMec fluorogenic cleavage;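 active = inhibition above the campaign mean inhibition over all tested compounds plus 3 SD, cut at about 28% in these data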;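 also: 0% = plate median of test compound wells and 100% = 2 mM ZnCl2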
MEKK2wt PB1 HTS: raises or lowers MEK5 binding to wildtype human MEKK2 PB1 domain. Q9Y2U5. binding response (% of control), % at 10 µM. bead flow cytometry, Alexa488-MEK5 binding to MEKK2 WT; actives lie on both sides. 1.1% of 290,000 active; in the data active = binding response below about 67% or above about 130%
Starred values were filed as active, the others as inactive; x = no result given. The order is random. Share with any hit: about 4.7%.

compound,NS3 helicase inh,VIM-2 inh,DNA FID counter,IMP-1 inhibitor,MEKK2mut PB1 HTS,NALP1 yeast inh,UBC9 SUMO inh,M18AAP inhibitor,MEKK2wt PB1 HTS
O=C(CCNc1n[nH]c(=O)[nH]c1=O)N/N=C\c1cccc(OCc2ccccc2)c1,-1,-2.2,-24,-1.0,-11,-3,4,-19,76
CC(C)CC(=O)N=C1SC2CS(=O)(=O)CC2N1CCc1ccccc1 (stereo not drawn),-1,-0.4,-17,-2.0,-9,8,14,-5,86
COc1ccc(C2C3=C(CCCC3=O)NC3=C2C(=O)c2ccccc23)cc1 (stereo not drawn),-14,-2.7,-6,-3.1,-1,12,0,1,105
O=C(Nc1ccc(S(=O)(=O)Nc2nccs2)cc1)c1ccc(N2C(=O)c3ccccc3C2=O)cc1,29,-3.1,3,-2.7,4,2,47,8,103
O=C(COC(=O)/C=C/c1cccc(Cl)c1)NCCc1ccc(Cl)cc1Cl,0,-1.3,-10,-2.8,12,20,-14,4,109
Cc1ccccc1C(=O)N1CCC(C(=O)Nc2ccc(F)cc2)CC1,-6,-2.8,-12,-0.8,2,11,8,-14,100
COc1cccc(N2CC(O)=C(c3nc4ccccc4c(=O)[nH]3)C2=N)c1,1,2.4,-13,-3.9,8,-6,38,-12,104
CCOc1cccc(OCCNC2CCCC2)c1,-1,-2.4,4,-1.2,0,22,17,4,96
Cc1ccc(C(=O)NCC(C)(C)O)cc1,-7,-2.5,5,-2.0,-2,6,4,0,102
COc1ccc(CN2CCC(CO)(Cc3ccccc3)CC2)cc1Cn1cccn1,-8,-3.4,9,-2.3,25,5,1,4,120
COc1ccc(C)cc1N(CC(=O)N/N=C/c1ccccc1C(=O)O)S(=O)(=O)c1ccccc1,3,-2.4,-48,-3.0,-1,8,5,4,105
O=c1c2[nH]c3ccc(F)cc3c2ncn1CCCN1CCOCC1,-3,0.2,2,3.1,9,24,1,2,110
Cc1ccc(C)c(NC(=O)CCn2nc(C)cc2C)c1,-4,-0.2,3,-1.5,7,10,4,-2,103
COc1ccc(OC)c(N(CC(=O)NCCSCc2ccco2)S(=O)(=O)c2ccccc2)c1,-2,-1.6,-43,-2.1,0,4,6,-5,92
CN(C)Cc1c(C(=O)N/N=C/c2cccc(OCc3c(F)cccc3Cl)c2)nnn1-c1nonc1N,0,2.0,-6,-0.1,-2,-10,15,-1,98
CNC(=O)c1ccc(-c2sc3nc(N4CCOCC4)c4c(c3c2N)CC(C)(C)OC4)o1,10,-2.7,-9,-3.0,1,26,19,4,101
COc1cccc(C(=O)Nc2cccc3cccnc23)c1OC,-3,0.0,-5,1.0,-1,21,-11,-1,101
CC(COc1ccccc1)N1CCC(CO)(CCc2ccccc2)CC1 (stereo not drawn),-12,-1.4,19,-0.6,-2,7,-3,-14,105
Cc1ccc(C(=O)NCC(=O)NC2CCCC2)cc1,6,-2.8,2,-1.8,0,13,-4,-15,98
CN(CCN1CCOCC1)Cc1nc(-c2ccc3c(c2)OCO3)no1,-1,0.1,1,-1.1,-8,-8,9,-3,100
CCOC(=O)N1CCC(NC(=O)c2cc3c(C)nc4ccccc4c3o2)CC1,-4,1.6,-31,-1.2,5,4,23,4,108
COC(=O)c1ccc(C(=O)O)nc1,-5,0.2,0,-0.3,-9,2,24,-2,94
CCOc1ccccc1NC(=O)C1Cc2ccccc2CN1S(C)(=O)=O (stereo not drawn),3,-0.5,-10,-1.2,3,7,18,1,105
O=c1[nH]c2ccc(F)cc2[nH]c1=O,10,-0.7,-1,-0.5,-6,4,11,-1,92
O=C(Oc1cccc(NC2=NS(=O)(=O)c3ccccc32)c1)c1cccnc1,8,-1.3,-3,-3.4,-6,2,25,-2,101
Cc1ccc(C(=O)CCC(=O)NCc2ccccc2)cc1,4,-7.5,-17,-3.7,1,18,2,2,102
COCCn1c(-c2cccs2)nc2nc3ccccc3nc21,3,0.2,-7,-0.5,3,x,2,5,97
COc1cccc(CN2CCNC(=O)C2CC(=O)NC2CCOCC2)c1OC (stereo not drawn),9,-3.0,-9,-2.3,0,-3,11,2,96
COc1cc(C(=O)N(CCCO)Cc2cc3ccc(C)c(C)c3[nH]c2=O)cc(OC)c1OC,-2,0.6,-27,-0.6,-4,8,-7,4,98
CCc1ccc(NC(=O)C2CCN(c3ncnc4c3nc3n4CCCCC3)CC2)cc1,-17,-2.2,-43,-2.6,-2,25,-12,-4,99
NS(=O)(=O)c1ccc(CNC(=O)c2cnccn2)cc1,-2,-1.1,-1,-1.9,-19,x,15,-5,83
CCOC(=O)/C(C(=O)Nc1ccccc1Br)=C1/NC(C)(C)Cc2ccccc21,7,-0.5,0,-1.0,-1,31,3,-2,96
CC(=O)c1sc(N/N=C\c2ccc(Br)cc2)nc1C,6,-2.9,5,-2.4,0,23,-10,15,108
COc1ccc(NC(=O)CC2C(=O)N(c3ccc(OC)cc3)C(=O)N2Cc2ccc(OC)c(OC)c2)cc1 (stereo not drawn),6,1.3,-7,-0.1,-8,-6,8,0,77
CC(=O)c1ccc(N2CCN(C(=O)CN(C)S(=O)(=O)c3cnc[nH]3)CC2)cc1,-2,-0.1,-5,-1.5,-1,16,0,-8,101
Cc1ccc(-c2nc(CN3CCN(c4cnccn4)CC3)c(C)o2)o1,-16,-3.8,0,-1.5,-7,4,6,1,96
O=C(NC1CCCC1)C(c1cccnc1)N(C(=O)c1csnn1)c1ccc(F)cc1 (stereo not drawn),14,-2.6,-11,-3.6,10,-9,-1,1,103
Cc1cc(CNC(=O)c2cccnc2Cl)c2ccccc2n1,-23,-1.8,-1,-2.9,-9,-16,24,-3,98
COc1ccc2c(C)cc(SCC(=O)Nc3cc(C(N)=O)cc(C(N)=O)c3)nc2c1,3,0.9,-29,-1.9,6,-1,17,-2,101
CCOCCCN(C)C1CCN(S(=O)(=O)c2csc(C(N)=O)c2)CC1,5,0.6,-9,0.5,-3,8,-1,1,102
CCn1c(/C=C/c2ccccc2)nc2ccccc2c1=O,-8,-2.5,-15,-1.1,-3,-5,10,5,103
CCn1c(NCc2cccs2)nc2ccccc21,6,-0.5,2,-0.2,15,5,12,6,111
CCOc1cc(C(=O)NCCc2ccc(S(N)(=O)=O)cc2)cc(OCC)c1OCC,-7,1.2,-26,-2.9,-7,-1,19,-16,88
O=C(c1ccc(F)cc1)C1CCN(C(=O)c2ccc(F)cc2)CC1,-15,0.6,-13,-0.3,1,-18,1,-1,106
COc1cc(CC2COC(c3ccc(O)c(OC)c3)C2COC(C)=O)ccc1O (stereo not drawn),x,x,x,x,0,-3,40,x,99
CCN(CC)CCn1c(SCC(=O)NCc2ccccc2)nc2c(sc3ccccc32)c1=O,1,-2.1,0,-2.9,5,-8,-6,8,109
O=C1Nc2ccccc2OC1CC(=O)N1CCOCC1 (stereo not drawn),1,-4.4,-1,-4.2,5,-2,11,4,109
O=C(NC(=S)NCc1ccc(-c2nc3ccccc3s2)cc1)c1ccco1,7,-1.7,-10,-3.8,7,27,-13,-10,113
CC(C)n1c(-c2ccncc2)n[nH]c1=S,3,-1.5,2,-3.6,-5,12,14,-4,107
CCOC(=O)c1c(C)n(-c2ccc(C)cc2)c2ccc(O)c(CN(C)C)c12,-62,-2.0,23,-1.0,30,15,-2,4,138*
COC(=O)c1sc(N2C(=O)C(O)=C(C(=O)c3ccc(C)o3)C2c2ccco2)nc1C (stereo not drawn),8,0.1,-15,-0.3,0,7,22,17,105
CCCn1c(C(C)Nc2nc(-c3ccc(C)cc3)cs2)nc2cc(Cl)c(Cl)cc21 (stereo not drawn),1,-2.4,-18,-3.3,0,9,-8,3,108
COc1cccc(C(=O)NC2CCCc3ccccc32)c1 (stereo not drawn),14,-2.3,-23,-1.9,4,4,-4,8,103
CCOc1ccc(NCc2nnc(SCC(=O)Nc3cc(C)on3)n2-c2ccccc2OC)cc1,-2,-1.8,-16,-5.9,3,-5,3,5,97
COc1ccc(C(=O)Nc2cc(C)nn2-c2ccc(F)cc2)cc1,2,-0.6,-11,-2.8,2,3,2,6,100
Cn1c(NN)nc2ccccc2c1=O,9,-5.8,-2,-3.7,-2,-5,2,14,90
S=C(Nc1ccccc1)N1CCOCC1,-5,-4.3,1,-2.6,-7,-5,22,2,88
CC1(C)Cc2c(sc3[nH]c(=S)n(Cc4ccccc4)c(=O)c23)CO1,-5,-6.3,-9,-4.4,1,21,23,-2,100
COC(=O)c1c(NC(=O)c2ccccc2F)sc(C(=O)N2CCOCC2)c1C,-3,13*,-30,-2.2,-3,-6,8,1,97
COCCNS(=O)(=O)c1ccc(SC)cc1,-6,-3.7,0,-2.0,4,34,-8,-9,106

Later entries.
compound,NS3 helicase inh,VIM-2 inh,DNA FID counter,IMP-1 inhibitor,MEKK2mut PB1 HTS,NALP1 yeast inh,UBC9 SUMO inh,M18AAP inhibitor,MEKK2wt PB1 HTS
Cc1ccc(-c2c(C(=O)N3CCOCC3)oc(=O)c3ccccc23)cc1,7,-2.1,-20,-4.3,0,-29,11,-11,107
CC(=O)N(c1ccccc1)c1nc(C)cc(C)c1C#N,-2,-2.4,-4,-2.4,3,-84,-4,-1,97
CNC(=S)n1cnc(N)n1,-8,-2.1,-3,-0.9,2,8,4,40*,87
CCOc1ccc(N(CC(=O)NN=C2CCN(C)CC2)S(=O)(=O)c2ccc(Br)cc2)cc1,15,0.3,-28,2.3,-2,-9,-9,-1,108
c1ccc(NC2=Nc3ccccc3CS2)cc1,-2,-4.3,0,-1.7,1,-1,6,10,105
COc1ccc(S(=O)(=O)c2ccc(OCC3CO3)cc2)cc1 (stereo not drawn),-11,-0.8,-5,-4.0,-2,1,2,1,101
O=C(NC(NNc1ccc([N+](=O)[O-])cc1)(C(F)(F)F)C(F)(F)F)c1ccccc1Cl,-5,0.4,10,-0.6,-2,18,4,3,88
Cc1c(O)c(=O)c2ccccc2n1C,2,-1.3,0,-3.3,1,21,31,2,98
Cc1c(C(C)(C)O)[nH]c2cc(C(F)(F)F)ccc12,-22,-1.8,-6,-4.4,-2,-1,7,-8,96
COc1ccc2nc(C)cc(N/N=C/c3cccc(OC)c3O)c2c1,-56,1.6,7,-3.0,72*,32,9,7,260*
O=C(CC1CCOCC1)Nc1ccc(Cl)c(Cl)c1,-3,-2.9,-3,-2.4,-2,1,8,1,98

In the list so far, two contain a COOH group:
compound,NS3 helicase inh,VIM-2 inh,DNA FID counter,IMP-1 inhibitor,MEKK2mut PB1 HTS,NALP1 yeast inh,UBC9 SUMO inh,M18AAP inhibitor,MEKK2wt PB1 HTS
COc1ccc(C)cc1N(CC(=O)N/N=C/c1ccccc1C(=O)O)S(=O)(=O)c1ccccc1,3,-2.4,-48,-3.0,-1,8,5,4,105
COC(=O)c1ccc(C(=O)O)nc1,-5,0.2,0,-0.3,-9,2,24,-2,94
